# NPYLR7 agonist: activates Aedes aegypti NPYLR7 receptor | HEK293T NPYLR7/Galpha15, GCaMP6s calcium fluorescence | activation, % at 10 µM | 270,000 compounds, 0.15% hits; in the data active = activation above about 40%;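 note: 0% = vehicle and 100% = reference agonist at the receptor; some compounds past the cut are filed as inactive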
# mcGAS lum: mouse cGAS inhibition by luminescence; Q8C6L5; recombinant cGAS, Kinase-Glo ATP depletion luminescence; inhibition, % at 12.5 µM; 160,000 compounds, 0.15% hits; AID 1259399;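 note: 0% = negative control wells and 100% = reference inhibitor with no enzyme activity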
# hcGAS inh: inhibitors of human cGAS | Q8N884 | 290,000 compounds, 0.081% hits | inhibition, % at 12.5 µM | recombinant h-cGAS, ATP depletion, Kinase-Glo luminescence;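 note: 0% = vehicle reaction and 100% = reaction without DNA for no activity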
# Target sequence (Q8N884 whole entry, looked up): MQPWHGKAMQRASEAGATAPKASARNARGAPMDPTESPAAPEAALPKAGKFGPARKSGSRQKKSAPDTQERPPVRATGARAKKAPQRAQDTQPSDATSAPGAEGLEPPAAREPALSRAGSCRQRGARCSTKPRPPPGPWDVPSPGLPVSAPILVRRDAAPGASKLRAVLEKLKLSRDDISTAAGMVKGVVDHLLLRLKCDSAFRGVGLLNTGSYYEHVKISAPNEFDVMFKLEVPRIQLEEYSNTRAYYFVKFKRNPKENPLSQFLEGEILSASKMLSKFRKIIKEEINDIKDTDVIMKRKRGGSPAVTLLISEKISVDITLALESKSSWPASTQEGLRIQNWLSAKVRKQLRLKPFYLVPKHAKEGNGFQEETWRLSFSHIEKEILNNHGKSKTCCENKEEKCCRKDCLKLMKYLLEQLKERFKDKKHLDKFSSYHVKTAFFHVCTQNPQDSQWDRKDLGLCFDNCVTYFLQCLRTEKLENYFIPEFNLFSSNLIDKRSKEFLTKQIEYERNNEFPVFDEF
# * marks the source's active call; other numbers are inactive results; · = no result given; & = joins results of further samples. Cut-off read from the data, not from the text of the source, unless noted: active = inhibition above about 40%; inactive = the rest.
[1] CCc1[nH]nc(NC(=O)c2ncncc2Cl)c1Br
[2] COc1cccc(-n2cc(CN(C)Cc3nc(-c4cccs4)no3)cn2)c1
[3] COCCn1c(SCC(=O)Nc2ccc(C)cc2)nc2c([nH]c3ccccc32)c1=O
[4] CC1CCCN(c2nc(N)c([N+](=O)[O-])c(NCCO)n2)C1 (stereo not drawn)
[5] O=C1CN(C(=S)Nc2ccc(OC(F)F)cc2)CC2c3cccc(F)c3CCN12 (stereo not drawn)
[6] CC(C)c1nccn1Cc1cc(C(=O)N(C)CCC2(O)CCCC2)n[nH]1
[7] CCOC(=O)CCCN1CCCc2c1cccc2S(N)(=O)=O
[8] COCc1c(Br)c(C)nc(OCC(=O)N/N=C\Cc2cc(Br)cc(OC)c2O)c1C#N
[9] OC(COCCC1CC2CCC1C2)CN1CCN(c2ccccc2F)CC1 (stereo not drawn)
[10] COC(=O)c1c(C)[nH]c(C(=O)Nc2cc(OC)c(OC)cc2C)c1C

screen / no.,1,2,3,4,5,6,7,8,9,10
NPYLR7 agonist,-3,-5,-1,-1,2,9,-2,7,-6,5
mcGAS lum,·,·,-8,·,-9,-18,·,-4,-6,·
hcGAS inh,-4,-6,-1,-1,-7,-4,-6,-6,-3,-8

[11] CCOc1c(C)cnc2c1c(=O)n(CC(=O)N1CCc3ccccc31)c(=O)n2C
[12] Cc1cccn2c(CNCC(C)(C)N3CCOCC3)c(C(=O)N3CCCCC3)nc12
[13] Cc1csc(=O)n1CC(=O)NC(C)C12CC3CC(CC(C3)C1)C2 (stereo not drawn)
[14] COc1cc2c(cc1OC)C(c1c(F)cccc1Cl)N(C(=O)/C=C/c1ccccc1)CC2 (stereo not drawn)
[15] Cc1ccsc1CN(C)Cc1nc[nH]c1C
[16] O=C(NC1CCN(c2ccccc2C(=O)N2CCCC2)CC1)c1ccccc1F
[17] CCCCCCN=C(NC(=O)c1ccc(C)cc1)OCCC
[18] COc1nc2cn(C3CCCC3)c(O)c2cc1CNC(=O)CN1CCCC1
[19] Cc1nnc(NC(=O)CSc2nnc(CNC(=O)c3ccco3)n2-c2cccc(C(F)(F)F)c2)s1
[20] Cc1cc(O)c(C(c2ccccc2)N2CCN(c3ccccc3F)CC2)c(=O)n1Cc1cccnc1 (stereo not drawn)

screen / no.,11,12,13,14,15,16,17,18,19,20
NPYLR7 agonist,2,3,1,14,8,-10,2,-4,-14,0
mcGAS lum,-6,-3,-4,-2,-17,1,-5,·,2,·
hcGAS inh,-5,-3,-7,0,-4,10,-4,2,-1,2

[21] Cc1ccccc1NC1CCN(S(=O)(=O)c2ccc(F)c(C(F)(F)F)c2)CC1
[22] CC(=O)NC(CC(C)C)C(=O)N1CCN(Cc2ccc(-c3noc(-c4cccnc4)n3)cc2)CC1 (stereo not drawn)
[23] O=S(=O)(Cc1ccccc1CN1CC[C@H](CO)[C@H](O)C1)c1ccccc1
[24] Cc1ccc(-c2nc(C)c(C(=O)N3CCC(C(N)=O)CC3)s2)c(C)c1
[25] CN(C)c1cccc(-c2cc(C3(CNc4cccc(F)c4)CC3)ccn2)c1
[26] Cc1c(CN2CCc3onc(C(c4ccccc4)c4ccccc4)c3C2)cnn1C
[27] O=C(CCSc1ccccc1)N1CCN(c2ccc3nnc(-c4ccco4)n3n2)CC1
[28] CCC#CCN1CCN(c2cc(Nc3ccccc3)nc(N)n2)CC1
[29] C=C(C)Cn1c(SCC(=O)N/N=C\c2ccccc2OCC)nnc1-c1ccc(Br)cc1
[30] CC1CCN(c2ccc(NC(=O)C(C)Cl)cc2C(=O)NCCc2ccccc2)CC1 (stereo not drawn)

screen / no.,21,22,23,24,25,26,27,28,29,30
NPYLR7 agonist,2,24,-3,4,7,·,1,-2,-6,-1
mcGAS lum,·,-4,·,·,-8,-9,·,·,·,-6
hcGAS inh,-7,1,1,-5,-6,-4,0,0,0,-4

[31] N#CCOc1ccc(NC(=O)c2cccc(Cl)c2Cl)cc1
[32] O=C(Nc1ccc(-c2onc3c2CCc2ccccc2-3)cc1)c1csc(-c2ccc3c(c2)CCO3)n1
[33] Cc1noc(C)c1C1CCCN1C(=O)CN1CCCN(C)CC1 (stereo not drawn)
[34] COc1ccc(OC)c(-c2nc3cc(C)cc(C)n3c2NC(C)(C)C)c1
[35] COc1ccc(Cn2cc(C(=O)N3CCC(O)(c4ccccc4C)C3)nn2)cc1 (stereo not drawn)
[36] C[C@@H](NC(=O)C1CCCCC1C(=O)N1CCc2c([nH]c3ccccc23)C1)C(C)(C)C (stereo partly drawn)
[37] Cc1ccc(N2CCCC(N(C)C3CC(C)OC3=O)C2)nn1 (stereo not drawn)
[38] COc1ccc(NC(=O)NC2C3COCC2CN(CCOC(C)C)C3)cc1 (stereo not drawn)
[39] O=C1CSC(=NC(=O)NCC2CCCC(CNC(=O)N=C3NC(=O)CS3)C2)N1 (stereo not drawn)
[40] CCCCn1c(=O)[nH]c(=O)c2c1nc(CSc1nnnn1C1CC1)n2CC

screen / no.,31,32,33,34,35,36,37,38,39,40
NPYLR7 agonist,-5,4,·,-5,0,-4,6,28,7,2
mcGAS lum,·,-4,-6,-8,·,-5,·,·,·,·
hcGAS inh,-5,-3,-14,-4,3,-7,-11,-5,-7,-4

[41] O=C(c1cn(C2CCCCC2)nn1)N1CCCC(OCc2ccccc2)C1 (stereo not drawn)
[42] O=C1OCCCN1CCn1ccnc1-c1ccc(C2CCCCO2)o1 (stereo not drawn)
[43] O=S(=O)(c1cc(Cl)ccc1Cl)N1CCN(Cc2cccc3ccccc23)CC1
[44] COc1cc(OC)cc(C(=O)N2CCN(C(=O)CN3CCc4sccc4C3c3ccccc3)CC2)c1 (stereo not drawn)
[45] O=C(NCCc1ccccn1)c1csc(CSc2nnc(-c3ccncc3)n2-c2cccc(C(F)(F)F)c2)n1
[46] Cc1nccn1CCC1CCN(C(=O)C2CC3(CCNCC3)CN2)CC1 (stereo not drawn)
[47] Cc1cc(C)n2c(n1)nc1ccccc12
[48] C#CCn1c(=NC(=O)c2ccn(C)n2)sc2cc(Cl)ccc21
[49] COCCN(Cc1cc(Cl)ccc1OCc1nc(CO)cs1)C(=O)c1ccc(F)cc1
[50] COc1cc(F)c(C(=O)N2CCOC(COCc3c(Cl)cccc3Cl)C2)c(F)c1 (stereo not drawn)

screen / no.,41,42,43,44,45,46,47,48,49,50
NPYLR7 agonist,15,·,5,3,24,22,6,0,·,23
mcGAS lum,·,-11,·,0,-7,·,·,-2,-5,-7
hcGAS inh,-9,-3,2,1,-10,-5,-4,6,-5,-3

[51] COc1ccccc1C(C)NC(=O)COC(=O)c1ccc2c(c1)CCO2 (stereo not drawn)
[52] CSc1cccc(NS(=O)(=O)c2c(F)cc(F)c(Cl)c2F)c1
[53] O=C(CCC1CCN(C(=O)C2CC23CCC3)CC1)NCc1cccc(C(F)(F)F)c1 (stereo not drawn)
[54] CCOC(=O)CCCC(=O)N1CCN(c2ncccc2C(=O)NCc2cccs2)CC1
[55] CCOC(=O)Nc1nnc(Sc2nccnc2C#N)s1
[56] Cc1ccc(-c2cc3c(=O)n(CC(=O)Nc4ccc(Oc5ccccc5)cc4)ccn3n2)cc1
[57] COc1ccc(CN(C(=O)Cn2nc(C)c(C)c(C#N)c2=O)C2CC2)cc1
[58] CC(C)CC(C)N(C)C(=O)c1nn(-c2ccccc2)c2c1CCC2 (stereo not drawn)
[59] COc1ccc(CCN(C)C(=O)c2csc(CSc3nnc(-c4cccnc4)n3-c3ccccc3F)n2)cc1OC
[60] Cc1noc(C)c1CNC(=O)C1CCCN(Cc2ccco2)C1 (stereo not drawn)

screen / no.,51,52,53,54,55,56,57,58,59,60
NPYLR7 agonist,16,1,21,29,-3,5,7,2,12,-2
mcGAS lum,-14,·,0,-8,·,0,·,·,-4,·
hcGAS inh,-6,3,-2,-3,18,-3,-1,1,-3,2

[61] O=C(CCC1CCCN(Cc2cccnc2)C1)Nc1ccccc1F (stereo not drawn)
[62] CCS(=O)(=O)CC(C)N(C)C(=O)/C=C(/C)c1cccc(Cl)c1 (stereo not drawn)
[63] COC(=O)C(c1ccc(OC)cc1)C1C=CC(NC(=O)c2cccnc2Cl)C1 (stereo not drawn)
[64] CC(=O)N1CCCC(C(=O)N2CC=C(c3cccc4ccccc34)CC2)C1 (stereo not drawn)
[65] CC1CCc2c(sc(N)c2-c2nc3ccccc3s2)C1 (stereo not drawn)
[66] O=C1c2cccc3c(N4CCOCC4)ccc(c23)C(=O)N1c1cccc(O)c1
[67] CCc1cccc(CC)c1Nc1nc(Cl)c(C=O)s1
[68] CCc1sc(C(=O)N2CCCC2C(=O)N2CCN(C)CC2)cc1C (stereo not drawn)
[69] Cc1cccc2c1N(C(=O)C1CCN(S(=O)(=O)c3ccccc3F)CC1)CCC2
[70] COc1ccc(-c2nc3cc(C)ccn3c2NC(=O)C2CCCCC2)cc1

screen / no.,61,62,63,64,65,66,67,68,69,70
NPYLR7 agonist,10,0,5,3,3,34,-3,14,1,-8
mcGAS lum,·,·,0,·,·,-2,·,-16,-7,-4
hcGAS inh,-8,-6,2,0,-5,2,-1,-7,-8,-5

[71] CS(=O)(=O)Oc1cccc(CN(Cc2ccco2)C(=O)c2cccs2)c1
[72] COc1ccc(NC(C)=O)cc1NC(=O)c1ccc(Cl)s1
[73] CCOC(=O)c1ccc(NC(=O)N(CCOC)CC(=O)N(Cc2ccc3c(c2)OCO3)Cc2cccs2)cc1
[74] CCc1nc(C)ccc1OCC(=O)N1CCC(c2n[nH]c(=O)n2CC)CC1
[75] Cc1cccc(C(C(=O)NCCc2sccc2C)N(C)C)c1 (stereo not drawn)
[76] Nc1cc(-c2cccc(Cl)c2)nn1-c1ccc(C(=O)NCCNc2cccc3ccccc23)cc1
[77] Cn1c(=O)c2c(nc3n2CC(c2ccccc2)=NN3Cc2cccc3ccccc23)n(C)c1=O
[78] CCCC(CCC)C(=O)NCCn1ncc2c(=O)n(Cc3ccc([N+](=O)[O-])cc3)cnc21
[79] COc1ccc(CN2CCNC(=O)C2CC(=O)N2CCCCC2)c(C)c1C (stereo not drawn)
[80] COCOc1cccc(CN2CCC2(C)C(=O)N2CCN(C(=O)c3ccco3)CC2)c1 (stereo not drawn)

screen / no.,71,72,73,74,75,76,77,78,79,80
NPYLR7 agonist,-5,-5,9,14,2,1,3,3,15,11
mcGAS lum,-7,-1,-6,·,·,-5,-7,1,·,·
hcGAS inh,-10,5,-4,0,-6,-9,5,0,-8,-13

[81] CN(Cc1cc(-c2cccnc2)no1)Cc1ncccc1C(=O)O
[82] CC(C)Cc1nc(N2CCCN(C(=O)C(C)(C)CCl)CC2)c2cnn(-c3ccccc3)c2n1
[83] COc1ccc(CCC(=O)Nc2c(C)nc3sccn3c2=O)cc1
[84] Cc1ccccc1CSc1nc(=O)n(Cc2cccnc2)c2c1CCC2
[85] Cc1cccn2c(=O)c(C=Nc3ccccc3)c(Nc3ccccc3)nc12
[86] Cc1cccc(COC(=O)CNC(=O)NCc2ccc(F)cc2)c1
[87] COCCn1c(C)cc(C(=O)Cn2nc(C)c([N+](=O)[O-])c2C)c1C
[88] Nc1cc(-c2ccc3c(c2)OCO3)ccn1
[89] CS(=O)(=O)CCC(C(=O)OCC(=O)c1ccc(F)cc1)N1C(=O)c2ccccc2C1=O (stereo not drawn)
[90] N#Cc1cc([N+](=O)[O-])ccc1Nc1ccc2cn[nH]c2c1

screen / no.,81,82,83,84,85,86,87,88,89,90
NPYLR7 agonist,13,·,-9,-2,16,0,10,7,3,4
mcGAS lum,·,-8,1,-11,2,-6,·,·,·,-2
hcGAS inh,-6,-9,-3,-8,-25,-3,-3,-7,-6,-6

# Part of the list above, as labelled records.
(82) CC(C)Cc1nc(N2CCCN(C(=O)C(C)(C)CCl)CC2)c2cnn(-c3ccccc3)c2n1
  NPYLR7 agonist: ·
  mcGAS lum: -8
  hcGAS inh: -9
(83) COc1ccc(CCC(=O)Nc2c(C)nc3sccn3c2=O)cc1
  NPYLR7 agonist: -9
  mcGAS lum: 1
  hcGAS inh: -3
(84) Cc1ccccc1CSc1nc(=O)n(Cc2cccnc2)c2c1CCC2
  NPYLR7 agonist: -2
  mcGAS lum: -11
  hcGAS inh: -8
(85) Cc1cccn2c(=O)c(C=Nc3ccccc3)c(Nc3ccccc3)nc12
  NPYLR7 agonist: 16
  mcGAS lum: 2
  hcGAS inh: -25

# Further records.
[91] CNC(=O)CN(C)c1nc(-c2ccccc2C(F)(F)F)cs1
[92] COc1ccccc1-n1c(=O)c2ccc(Cl)cc2n(C(C)C(=O)NCc2cccc(C(F)(F)F)c2)c1=O (stereo not drawn)
[93] Cc1c(C)n2c3c(=O)n(Cc4ccc(F)cc4)c(=O)n(C)c3nc2n1C
[94] O=P1(NN=Cc2ccc(O)cc2)C=C(c2ccccc2)OC(c2ccccc2)=C1
[95] N#Cc1ccc(CC(C#N)c2ccccc2)cc1 (stereo not drawn)
[96] O=C(Nc1ccc2ccccc2n1)C1CCCN(C(=O)N2CCCC2)C1 (stereo not drawn)
[97] O=C(O)c1cccc(N2C(=O)C3CC=CCC3C2=O)c1 (stereo not drawn)
[98] Cc1ccc(C)c(Sc2ncccc2C(N)=O)c1

screen / no.,91,92,93,94,95,96,97,98
NPYLR7 agonist,2&-23,·,-8,5,17,2,-1,0
mcGAS lum,·,-6,·,·,·,·,-5,·
hcGAS inh,1&-7,-5,-7,-3,-8,-8,-4,-9

# Screening data deposited in PubChem BioAssay by Fisher Drug Discovery Resource Center.
